From PubChem
RXFP1 agonist: agonists of human relaxin receptor RXFP1; Q9HBX9; AID 2676; HEK293T-RXFP1 cAMP TR-FRET, 30 min; response scale: percent of porcine relaxin response, buffer zero; 370,000 compounds, 0.3% hits; Potency, µM (top dose mostly 57.5 µM), for inactives: at the highest dose activation, hits mostly activators; note: potency is the fitted concentration of half-maximal effect; % is set by controls: 0 for no effect and ±100 for the full control effect; nearly all actives have a fitted effect of over 60% in size; many of its hits are not listed in these tables
Target sequence (Q9HBX9 whole entry, looked up): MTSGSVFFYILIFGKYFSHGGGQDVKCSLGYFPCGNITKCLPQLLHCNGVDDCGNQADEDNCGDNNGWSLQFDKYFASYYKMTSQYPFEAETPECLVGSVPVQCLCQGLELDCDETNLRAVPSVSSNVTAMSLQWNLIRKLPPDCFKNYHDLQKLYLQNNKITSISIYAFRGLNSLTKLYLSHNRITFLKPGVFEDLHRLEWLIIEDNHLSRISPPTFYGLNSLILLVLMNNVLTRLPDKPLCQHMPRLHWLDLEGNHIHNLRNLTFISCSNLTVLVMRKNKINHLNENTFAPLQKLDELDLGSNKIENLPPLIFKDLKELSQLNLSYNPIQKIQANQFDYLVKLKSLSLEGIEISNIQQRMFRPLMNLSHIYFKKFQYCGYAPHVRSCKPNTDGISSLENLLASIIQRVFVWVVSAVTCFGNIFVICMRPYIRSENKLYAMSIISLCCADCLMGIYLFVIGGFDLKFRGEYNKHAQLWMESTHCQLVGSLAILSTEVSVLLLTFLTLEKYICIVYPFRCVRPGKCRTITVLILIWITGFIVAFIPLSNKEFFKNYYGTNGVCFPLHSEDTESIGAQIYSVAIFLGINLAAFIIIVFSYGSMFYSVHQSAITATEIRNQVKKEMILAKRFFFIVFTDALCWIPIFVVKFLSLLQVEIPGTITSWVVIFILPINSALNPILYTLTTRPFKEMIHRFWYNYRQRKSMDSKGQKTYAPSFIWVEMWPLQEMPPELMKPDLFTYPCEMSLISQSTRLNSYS
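HEK293 cells stably expressing RXFP1, treated 30 min at 37C with compounds plus PDE4 inhibitor Ro 20174; cAMP measured by HTRF TR-FRET. Normalized to buffer and 29 nM porcine relaxin; EC50 by Hill fit.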
D1 antagonist: blocks dopamine activation of the human D1 receptor. P21728. HEK293 TREx D1 cells, calcium flux, dopamine EC80; hits give low values. activity change, negative = inhibition, % at 10 µM. 360,000 compounds, 3.2% hits; in the data active = activity change below about -30%; note: % is set by controls: 0 for no effect and ±100 for the full control effect
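Using tetracycline-induced force-coupled D1 Hek293 cells and a calcium dye, signals were followed for 180 s after compound, then for 180 s after EC80 dopamine, to detect inhibitors.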
D1 potentiator: potentiators of human D1 dopamine receptor | P21728 | HEK293 TREx D1 cells, calcium flux, dopamine EC20 potentiation | potentiation, % at 10 µM | 360,000 compounds, 0.036% hits | AID 504651; in the data active = potentiation above about 30%; note: 0% is about no effect
Glioma ERSR ind: ER stress response induction in glioma; 420,000 compounds, 0.02% hits; Potency, µM, inactives show top-dose activation, actives largely listed as activators; AID 602332; U87-MG GRP78 promoter luciferase reporter, 16 h; note: potency is the fitted concentration of half-maximal effect; series mostly up to about 76 µM; % of control where 0% means no effect; nearly all actives have a fitted effect of over 35% in size
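Stably transfected U87-MG glioma cells carrying a GRP78-based luciferase sensor; 16 h compound incubation. Luminescence end-point read 10 min after Bright-Glo addition at room temperature.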
Vif-APOBEC3G blk: inhibitors of Vif-APOBEC3G interaction. Q9HC16. HeLa A3G-eYFP + Vif (tagged APOBEC3G with the HIV-1 protein that degrades it), YFP fluorescence, overnight. Potency, µM (highest dose often 46.1 µM), without a hit: top-dose activity, negative = active, actives largely listed as inhibitors. 410,000 compounds, 0.076% hits;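 note: potency is the fitted concentration of half-maximal effect; % is set by controls: 0 for no effect and ±100 for the full control effect; nearly all actives have a fitted effect of over 60% in size; hits raise eYFP signal because A3G escapes Vif-driven loss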
Target sequence (Q9HC16 whole entry, looked up): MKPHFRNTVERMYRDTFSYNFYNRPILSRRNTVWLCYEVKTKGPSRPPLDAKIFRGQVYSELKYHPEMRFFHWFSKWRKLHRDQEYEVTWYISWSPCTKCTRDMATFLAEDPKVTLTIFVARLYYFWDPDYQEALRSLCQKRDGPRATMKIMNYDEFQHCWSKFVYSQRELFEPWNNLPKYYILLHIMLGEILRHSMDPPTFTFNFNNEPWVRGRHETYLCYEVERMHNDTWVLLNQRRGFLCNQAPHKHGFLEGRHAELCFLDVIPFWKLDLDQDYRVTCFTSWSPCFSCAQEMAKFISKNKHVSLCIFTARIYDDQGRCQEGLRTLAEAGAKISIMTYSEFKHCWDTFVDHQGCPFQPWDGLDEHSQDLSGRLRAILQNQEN
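Read-out is eYFP fluorescence (Ex 488/Em 500-530) from Vif-expressing HeLa A3G-eYFP cells; more signal means A3G escaped Vif-mediated degradation. Cells plated overnight, compound pinned in, incubated overnight at 37 deg C.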
D1 ag: activates the human D1 dopamine receptor; P21728; activation, % at 2 µM; HEK293 T-REx D1 cells, calcium flux, agonist mode; 360,000 compounds, 1% hits; AID 504660; in the data active = activation above about 30%; note: 0% is about no effect
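Inducible HEK293 T-REx D1 cells, force-coupled to calcium signalling, were plated at 4000 cells/well with tetracycline and held overnight at 30 C. After no-wash calcium dye loading, compound-evoked calcium rise over 180 s flagged agonists.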
LDHA block: inhibitors of human lactate dehydrogenase A; 480,000 compounds, 0.15% hits; purified LDHA, NADH/diaphorase-resazurin fluorescence; hits give low values; P00338; activity change, % (values are at about 110 or 230 µM); AID 1347041; in the data active = activity change below about -30%; inconclusive = mostly about -25% to -30%;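 note: plate controls were DMSO wells for no effect and wells without enzyme for full effect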
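Human LDH5 at 2 nM final in Tris HCl pH 7.4 with 0.06 mM NADH and 0.2 mM pyruvate, reacted 5 minutes at room temperature. Remaining NADH coupled via diaphorase/resazurin; resorufin fluorescence read at 0 and 20 minutes, normalized to enzyme-free and DMSO wells.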
D2 potentiator: positively modulates the human D2 dopamine receptor allosterically; P14416; AID 485347; 340,000 compounds, 0.34% hits; HEK293 T-REx D2, calcium flux, EC20 dopamine potentiation; potentiation, % at 10 µM;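 active = potentiation over 3 SD above the plate norm, cut at about 30% in these data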; note: 0% is about no effect
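Cells plated with tetracycline inducer and held overnight at 30 C; calcium dye loaded 30–90 min at room temperature; baseline taken, compound added and read 180 s; EC20 dopamine then added and read 180 s.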
Vif-A3F inh: inhibitors of Vif-A3F interaction | 390,000 compounds, 0.2% hits | HeLa A3F-eYFP + Vif (tagged APOBEC3F with the HIV-1 protein that degrades it), YFP fluorescence increase | Potency, µM (top dose mostly 46.1 µM), without a hit: at the top dose activity, negative = active; note: potency is the fitted concentration of half-maximal effect; % of control where 0% means no effect; nearly all actives have a fitted effect of over 65% in size
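Fluorescence increase (Ex 488/Em 500-530) after overnight compound treatment at 37 deg C flags inhibition of Vif-driven A3F-eYFP loss in stable HeLa A3F-eYFP/Vif cells seeded overnight beforehand.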
Active calls of the source: *; ? = inconclusive; . = not tested or not shown; & = joins results of further samples. Unless noted, calls come from the whole dose curve; as a rule, active = well fitted curve in the direction sought with a large enough effect; inconclusive = small, poorly fitted or top-dose-only effect, or another doubt; inactive = no such curve, though single readings can be large; an effect the other way counts as inactive or inconclusive. A portion of the library. The share of hits here may be higher or lower than overall.

Structure	RXFP1 agonist	D1 antagonist	D1 potentiator	Glioma ERSR ind	Vif-APOBEC3G blk	D1 ag	LDHA block	D2 potentiator	Vif-A3F inh
Cn1nc(C(=O)Nc2ccccc2)c2c1-c1ccccc1S(=O)(=O)C2	2.4%	-27	-7	-4%	-8%	2	-1	-5	3%
CCc1ccc(N2CN(Cc3cccnc3)CNC2=S)cc1	0.5%	-14	-7	0%	2%	1	-4	4	4%
CCCC(=O)NC(C)c1nc2ccccc2n1C(C)C (configuration not stated)	0.9%	-7	-9	-2%	-3%	5	-12	-4	-1%
COc1ccc(/C=N/n2c(=O)[nH]c3c([nH]c4ccc(Cl)cc43)c2=O)cc1CN1CCCCC1	-2.5%	-9	-6	-2%	0%	-1	-4	2	?
CCOC(=O)c1cnn(-c2ccc(C(=O)Nc3ccc(OC(F)(F)F)cc3)cc2)c1N	2.0%	11	-5	-5%	-3%	0	-2	-4	-2%
NC(=O)CC(NC(=O)Cc1cccc2ccccc12)c1ccc(NCc2cc(F)ccc2F)c([N+](=O)[O-])c1 (configuration not stated)	0.0%	2	-1	-5%	?	5	-10	-3	-25%
CC1CCCCC12NC(=O)N(CC(=O)OCc1c(F)cccc1Cl)C2=O (configuration not stated)	.	.	.	-3%	0%	.	-6	.	1%
Cc1cc(C2=NNC(=NCCc3ccccc3)SC2)c(C)n1CC1CCCO1 (configuration not stated)	-0.6%	-26	-4	6%	0%	4	-8	-20	-12%
CCOC(=O)c1c(NC(=O)Cn2nc(C(F)(F)F)cc2C)sc(C)c1C	0.1%	-15	-7	-3%	1%	9	2	2	0%
CC(=O)Nc1c(C)nn(-c2ccccc2)c1N1CCC(C(=O)Nc2cc(F)ccc2F)CC1	4.6%	0	3	10%	-10%	1	-5	6	2%
CCN(CC)CCCC(C)NC(=O)c1cccc(S(=O)(=O)N2CCc3ccccc32)c1 (configuration not stated)	0.5%	1	0	0%	1%	-2	-3	2	-17%
CCC(C)[C@H](NC(=O)N1CC(=O)Nc2ccccc21)C(=O)N1CCC[C@@H]1C(=O)O (some centres not stated)	0.2%	0	0	-1%	0%	4	2	11	5%
S=c1[nH]nc(-c2ccncc2)n1/N=C/C=C/c1ccccc1	1.4%	7	0	-1%	1%	2	1	.	4%
CN(C)C(CNC(=O)c1ccc2nc[nH]c2c1)c1ccccc1 (configuration not stated)	4.8%	-8	-6	3%	5%	0	1	.	2%
O=C(Nc1nccs1)C1CCCN(S(=O)(=O)c2cccc3cccnc23)C1 (configuration not stated)	1.0%	-3	8	-3%	2%	0	3	4	-5%
COc1ccc(N2C(=O)CC(c3ccccc3)C2=O)cc1 (configuration not stated)	-0.3%	0	-7	-3%	-1%	0	-8	-6	0%
COc1cccc(C(=O)C2CCCN(Cc3cccn3-c3cccnc3)C2)c1 (configuration not stated)	-2.6%	-18	-3	-6%	0%	0	-4	-20	21%
COc1ccc(NC2CCCN(C(=O)c3ccc(C)nc3)C2)cc1 (configuration not stated)	-0.5%	-17	3	0%	-4%	11	-6	6	2%
COc1ccc(CCNC(=O)c2cc(C(=O)c3cc(Cl)ccc3O)cn(CCc3ccc(OC)cc3)c2=O)cc1	2.6%	-8	-10	0%	-6%	0	-9	0	2%
c1ccc2oc(-c3[nH]ncc3CN(Cc3ccncc3)CC3CCCO3)cc2c1 (configuration not stated)	-0.4%	24	-3	-1%	1%	3	5	7	-1%

Sorted by value in D1 antagonist (smallest number first): some entries from above
Compound	D1 antagonist
COc1ccc(NC2CCCN(C(=O)c3ccc(C)nc3)C2)cc1 (configuration not stated)	-17
CCOC(=O)c1c(NC(=O)Cn2nc(C(F)(F)F)cc2C)sc(C)c1C	-15
CN(C)C(CNC(=O)c1ccc2nc[nH]c2c1)c1ccccc1 (configuration not stated)	-8
CC(=O)Nc1c(C)nn(-c2ccccc2)c1N1CCC(C(=O)Nc2cc(F)ccc2F)CC1	0
S=c1[nH]nc(-c2ccncc2)n1/N=C/C=C/c1ccccc1	7

(cont.)
Structure	RXFP1 agonist	D1 antagonist	D1 potentiator	Glioma ERSR ind	Vif-APOBEC3G blk	D1 ag	LDHA block	D2 potentiator	Vif-A3F inh
N/C(=N\OC(=O)c1ccoc1)c1ccc(Br)cc1	-0.8%	9	4	16%	4%	3	1	7	-5%
O=C(C1=C(O)C(=O)N(Cc2ccco2)C1c1cccc([N+](=O)[O-])c1)c1ccco1 (configuration not stated)	-3.2%	-1	-2	1%	1%	2	2	2	3%
CCOC(=O)c1c(C)[nH]c(C(=O)CN2CC(C)OC(C)C2)c1C (configuration not stated)	0.6%	-15	-11	-4%	0%	5	-7	7	2%
Cc1cc(C)n(-c2ccc(C(=O)OCC(=O)c3ccc(Br)s3)cc2)n1	17%	-16	-6	-2%	3%	5	-9	7	2%
CCOc1ccc(NC(=S)Nc2ccccc2C2CC2)cc1	1.1%	-1	4	-1%	-9%	7	-13	-1	-22%
C=C(C)Cn1c(SCC(=O)Nc2cc(C)ccc2C)nc2sc3c(c2c1=O)CCCC3	6.2%	10	-1	-4%	-1%	-2	1	14	-1%
O=C1CSC(c2cccc([N+](=O)[O-])c2)N1c1ccccc1F (configuration not stated)	0.1%	-1	-5	-4%	-6%	1	3	-1	11%
CONC(=O)C1CCN(C(=O)OCc2ccccc2)CC1	0.2%	-5	-7	-2%	0%	0	1	.	5%
CC(C)(C)c1ccc(CNc2ccc([N+](=O)[O-])cn2)cc1	2.1%	-27	-10	0%	-6%	2	4	-8	0%
COc1cc(C#Cc2c(-c3cncn3C)n(C)c3ccc(-c4ccc(OC)nc4)cc23)cc(OC)c1	3.7%	.	-4	0%	-5%	3	-5	-3	2%
C[C@H](CO)N1C[C@H](C)[C@@H](CN(C)CC2CCCCC2)Oc2c(NC(=O)CCC(F)(F)F)cccc2C1=O	.	.	.	-6%	-16%	.	5	.	7%
COc1cc(C2=NOC(C(=O)NCc3cccnc3)C2)cc(OC)c1OC (configuration not stated)	-1.5%	11	-3	-2%	-24%	3	1	-23	-4%
Cc1ccc(-c2cc(-c3ccccc3)nc(Cl)n2)cc1	-0.6%	11	7	3%	0%	17	-6	-4	0%
Cc1ccccc1NC(=O)CSc1ccc(-c2cccs2)nn1	9.3%	5	-2	0%	-1%	4	-4	6	-7%
CCOc1ccc(NC(=O)C(=O)NCC2CCCN2CC)cc1 (configuration not stated)	3.4%	-8	0	-4%	0%	-1	-9	4	-8%
Cc1ccccc1-n1c(SC(C)C(=O)N2CCN(C)CC2)nc2ccccc2c1=O (configuration not stated)	6.5%	0	-1	-3%	2%	-1	4	-10	0%
Cc1ccc(CNc2nc(-c3ccco3)nn2S(C)(=O)=O)cc1	-0.8%	-27	-2	-1%	3%	5	-5	-3	5%
CN(CC(=O)Nc1ccccc1Cl)C(=O)C1CSC2(C)CCC(=O)N12 (configuration not stated)	0.3%	2	1	-6%	1%	1	0	2	-7%
O=C(CCc1nc2ccccc2c(=O)[nH]1)NNC(=O)c1cccc(Cl)c1	1.3%	7	0	-4%	0%	4	1	.	-19%
COc1cccc(NC2=NCC(=O)N2Cc2cccs2)c1	-0.8%	-4	-3	3%	0%	1	0	-6	-1%

A second format for part of the listing above:
COc1ccc(N2C(=O)CC(c3ccccc3)C2=O)cc1 (configuration not stated)
  RXFP1 agonist: -0.3%	D1 antagonist: 0	D1 potentiator: -7	Glioma ERSR ind: -3%	Vif-APOBEC3G blk: -1%	D1 ag: 0	LDHA block: -8	D2 potentiator: -6	Vif-A3F inh: 0%
CCCC(=O)NC(C)c1nc2ccccc2n1C(C)C (configuration not stated)
  RXFP1 agonist: 0.9%	D1 antagonist: -7	D1 potentiator: -9	Glioma ERSR ind: -2%	Vif-APOBEC3G blk: -3%	D1 ag: 5	LDHA block: -12	D2 potentiator: -4	Vif-A3F inh: -1%

Next entries follow:
Structure	RXFP1 agonist	D1 antagonist	D1 potentiator	Glioma ERSR ind	Vif-APOBEC3G blk	D1 ag	LDHA block	D2 potentiator	Vif-A3F inh
Cc1cccc(NC(=O)c2ccc(-c3ccccc3)s2)c1	?	-13	-3	-4%	8%	2	-6	-22	5%
Cc1cc(C)n2nc(SCC3COc4ccccc4O3)nc2n1 (configuration not stated)	1.5%	3	1	7%	-1%	4	-4	4	-13%
Cc1cc(C)cc(-n2ccn(CC(=O)NCCc3ccccc3)c(=O)c2=O)c1	-1.3%&0.6%	-12&-4	-6&-3	-5%&-3%	1%&-3%	2&5	-7&-2&-1	16&7	-11%&-4%
COc1cccc(Nc2nc(C)nc3c2oc2ccccc23)c1	2.4%	-19	-12	3%	-16%	2	2	4	1%
CN1CCN(C(=O)CCN2C(=O)/C(=C/c3ccc(F)cc3)SC2=S)CC1	-0.9%	-26	-7	-4%	0%	12	1	-17	-5%
CCN(CC(=O)Nc1ccccc1C(F)(F)F)C(=O)c1ccccc1Cc1ccccc1	0.4%	0	-8	-6%	0%	5	-2	0	0%
CC(=O)Nc1ccc(C23CC4CC(CC(C4)C2)C3)cc1	-0.9%	45	9	1%	-1%	1	-6	-4	5%
Cc1ccc(S(=O)(=O)N2C[C@H]3C(=O)C[C@@H](c4ccccc4)N(S(=O)(=O)c4ccc(C)cc4)[C@H]3C[C@H]2c2ccccc2)cc1	.	.	.	0%	-3%	.	-5	.	-1%
O=C(NCCOC(=O)c1ccncc1)c1ccccc1	2.5%	3	-4	2%	-3%	4	-1	10	-4%
COc1cccc(NS(=O)(=O)c2nc3nc(C)cc(C)n3n2)c1	11%	-4	0	-3%	-1%	2	-10	1	3%
CCn1c(SCc2ccc([N+](=O)[O-])cc2)nnc1C(C)NC(=O)c1ccccc1Br (configuration not stated)	0.0%	3	3	-2%	2%	1	-3	1	-1%
Cc1ccc(C)c(OCCC(=O)OCC(=O)N2CCN(S(=O)(=O)c3ccc(Cl)cc3)CC2)c1	1.8%	-16	3	-1%	-10%	6	-4	-1	2%
COc1ccccc1CNC(=O)c1ccc2c(c1)OCO2	5.2%	12	-1	0%	0%	3	-7	1	-2%
COc1ccc(CNC(=O)CSc2nc3nc(C)cc(C)n3n2)cc1	-0.1%	-15	1	-5%	3%	1	-2	0	-6%
Cc1ccc(C)c(OCC(=O)Nc2ccc(C(=O)O)cc2NC(=O)COc2cc(C)ccc2C)c1	0.3%	2	-1	-2%	3%	1	0	-7	-13%
